Bioassay records deposited in PubChem BioAssay by Sanford-Burnham Center for Chemical Genomics.
ER stress surv = ER stress cell death inhibition; 48,000 tested, 0.33% active; CSM14.1 thapsigargin ER stress survival, ATP luminescence; relative survival (cellular ATP), % at 15 µg/mL (by protocol);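 active = survival measured by cellular ATP above 50% at 15 µg/ml in the first screen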;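 also: cell death triggered by about 15 µM thapsigargin; ATP read 24 h after thapsigargin was added; plate controls were thapsigargin with DMSO for no effect and DMSO without thapsigargin for full effect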
Numbers without * were called inactive. An excerpt; rates above refer to the full screens.

SMILES	ER stress surv
Cc1cc(C)nc(/N=C(/NC(=O)c2ccccc2)Nc2cccc(C(F)(F)F)c2)n1	4
O=C(/C=C/c1ccccc1)NCc1ccc(Cl)cc1	-2
CC(C)OCCCNC(=O)C(=O)NCCc1ccc(Cl)cc1	-2
CCN(CC)CCN1C(=O)C(O)=C(C(=O)/C=C/c2ccccc2)C1c1ccc(F)cc1 (stereo not drawn)	1
CCNC(=NCCc1ccc(OC)c(OC)c1)SC1CC(=O)N(c2ccccc2F)C1=O (stereo not drawn)	4
O=C1NC(=S)NC(=O)C1=Cc1ccccc1OCc1ccccc1Cl	8
OCC1(CO)COC2(CCN(Cc3ccccc3)CC2)N1	4
CC(=O)Nc1cccc(NS(=O)(=O)c2ccccc2)c1	0
O=C(Nc1ccccc1I)c1ncn[nH]1	5
CCOC(=O)c1sc(NC(=O)CN2CCOCC2)c(C(=O)OCC)c1C	0
CCC1(C)Cc2c(sc3[nH]c(=S)n(-c4ccccc4)c(=O)c23)CO1 (stereo not drawn)	-5
CCc1cc(=O)oc2cc(OCc3ccc(C)cc3)ccc12	10
Cc1cccnc1NC(=O)Nc1cccc(F)c1	-1
CC(=O)Oc1ccc(N2C(=O)c3ccc(C(=O)c4cccc([N+](=O)[O-])c4)cc3C2=O)cc1	6
O=C(NCc1ccccc1)C(=O)NCc1ccncc1	12
Clc1ccccc1-c1noc(COc2ccc(Br)cc2)n1	-1
COc1cccc(-n2c(O)c(C=Nc3cccc(Cl)c3)c(=O)[nH]c2=O)c1	1
CCNC(=O)c1c(N)sc2c1CCCCC2	5
CN1C(=O)C(=Cc2ccc(O)c(Cl)c2)C(=O)N(C)C1=O	2
O=C(CN1C(=O)/C(=C/c2ccccc2Cl)SC1=S)Nc1ccc(C(=O)O)cc1	0
O=c1c(Cc2ccccc2)c(O)nc2n1CCS2	-3
O=C(Nc1ccc2c(c1)oc1ccccc12)c1ccc(Cl)cc1Cl	6
CCOc1ccccc1NC(=O)CN(c1cccc(OC)c1)S(=O)(=O)c1ccccc1	6
CCN1C(=O)/C(=C\c2cc(Br)c(OCc3ccccc3F)c(OC)c2)SC1=S	1
Nc1nc(/C=C/c2cccc([N+](=O)[O-])c2)cc(/C=C/c2cccc([N+](=O)[O-])c2)n1	2

The last 6 entries of the section before lead into the next:
SMILES	ER stress surv
O=C(CN1C(=O)/C(=C/c2ccccc2Cl)SC1=S)Nc1ccc(C(=O)O)cc1	0
O=c1c(Cc2ccccc2)c(O)nc2n1CCS2	-3
O=C(Nc1ccc2c(c1)oc1ccccc12)c1ccc(Cl)cc1Cl	6
CCOc1ccccc1NC(=O)CN(c1cccc(OC)c1)S(=O)(=O)c1ccccc1	6
CCN1C(=O)/C(=C\c2cc(Br)c(OCc3ccccc3F)c(OC)c2)SC1=S	1
Nc1nc(/C=C/c2cccc([N+](=O)[O-])c2)cc(/C=C/c2cccc([N+](=O)[O-])c2)n1	2
COc1ccc(C(=O)Nc2ccccc2C(=O)NC(Cc2c[nH]c3ccccc23)C(=O)O)cc1 (stereo not drawn)	0
FC(F)(F)c1ccccc1CN1CCN(C2CCCC2)CC1	-2
CC(C)C(=O)Nc1nnc(Cc2nnc(NC(=O)C(C)C)s2)s1	13
O=CNC(Nc1ccc(Cl)cc1Cl)C(Cl)(Cl)Cl (stereo not drawn)	-3
O=C1c2ccccc2C(=O)N1CCCc1nc2ccccc2c(=O)n1Cc1ccco1	2
CC(C(=O)Nc1ccc(I)cc1)N1C(=O)c2ccccc2C1=O (stereo not drawn)	7
CC1=C(C#N)C(c2ccccc2F)C2=C(CCCC2=O)N1 (stereo not drawn)	3
COC(=O)C1=C(O)/C(=C\c2cccc(Cl)c2)N=C1C	8
COc1ccc(C2C3=C(CC(C)(C)CC3=O)Nc3nc(SC)[nH]c(=O)c32)cc1 (stereo not drawn)	2
O=C(N/N=C/c1cc(Br)ccc1OCc1ccccc1)C(O)(c1ccccc1)c1ccccc1	3
CCOc1ccc(CN2CCN(S(C)(=O)=O)CC2)cc1	-4
CC(=O)Oc1cccc(C(=O)Nc2cccc(C(=O)c3cccc(C)c3C)c2)c1	-1
O=C(NCCOc1cccc2ccccc12)Nc1cccc2ccccc12	9
NC(=O)NC(Cc1ccccc1)Cc1ccccc1	2
Fc1ccc(OCCN2CCCCC2)cc1	4
CCCCCCCCS(=O)(=O)c1sc2nc(C)cc(C)c2c1N	-1
Cc1ccc(N2C(=O)c3ccc(C(=O)Nc4ccc5c(c4)OCO5)cc3C2=O)cc1C	8
CCOc1ccc(C2=C/C(=C/c3ccc(N(C)C)cc3)C(=O)O2)cc1	8
O=C(Nc1ccc([N+](=O)[O-])cc1Br)c1ccc(Br)o1	5
CC(C)c1ccc(/C=C2/SC(=S)N(CN3CCOCC3)C2=O)cc1	-5
COC(=O)c1sccc1NS(=O)(=O)c1ccc(OC)cc1	4
O=C(Nc1ccccc1C(F)(F)F)c1ccc(OC2CSC2)cc1	3
O=C1c2ccccc2C(=O)N1CCCc1nc2ccccc2c(=O)n1-c1ccncc1	3
COC(=O)C1(C(=O)OC)C(C)C1(C(=O)OC)C(=O)OC	2
O=C(NCCc1cccc(Cl)c1)c1cccnc1	2
Other compounds:
SMILES	ER stress surv
CCN1C(=O)/C(=C\c2cc(Cl)c(O)c(Cl)c2)SC1=S	10
C=CC[n+]1c(/C=C/c2ccc(N(C)C)cc2)ccc2ccccc21	-4
CCOC(=O)C1=C(C)NC(=O)N(C(C)=O)C1c1cccc([N+](=O)[O-])c1 (stereo not drawn)	7
C=CCc1ccccc1OCCOc1c(Br)cc(C=C2C(=O)NC(=S)NC2=O)cc1OC	4
COc1cccc(OCCn2cc(/C=N/n3cnnc3)c3ccccc32)c1	-2
COc1ccc(Cc2noc(-c3ccc([N+](=O)[O-])cc3)n2)cc1OC	14
O=S(Cc1ccc(Cl)cc1)CC(O)COCc1ccc(Cl)cc1 (stereo not drawn)	3
O=Cc1ccc(/C=C2/SC(=S)N(c3cccc(Cl)c3)C2=O)cc1	3
COC(=O)C(CC(C)C)NC(=O)COC(=O)/C=C/c1ccc([N+](=O)[O-])cc1 (stereo not drawn)	6
Cc1cccn2c(=O)c(C=O)c(N3CCCCC3)nc12	11
CCc1ccccc1N(CC(=O)Nc1ccccc1C)S(C)(=O)=O	4
CCOc1cccc(/C=N/NC(=O)COc2ccccc2[N+](=O)[O-])c1O	-1
CC1CCN(CCCCOc2ccc(C(C)(C)C)cc2)CC1	-4
COc1ccccc1NC(=O)C(=O)NCCc1ccc(OC)c(OC)c1	4
COc1ccc(Nc2nc(C)cc(C)c2C(N)=O)cc1	6
CCOc1cc(/C=N/Nc2nc3ccccc3s2)ccc1OCc1ccccc1	11
Cc1ccc(/C=C/C(=O)Nc2ccc(C)c([N+](=O)[O-])c2)o1	-3
CC1=NN(c2ccc(S(N)(=O)=O)cc2)C(=O)/C1=C\c1ccc(-c2ccc(C)c(Cl)c2)o1	-7
Cc1cc(C)nc(SCC(=O)N/N=C/c2ccc(O)cc2)n1	5
CN1C(=O)/C(=N\OC(=O)c2cccc3ccccc23)c2ccccc21	1
CC(=O)c1c(C(C)=O)c(C)n(-c2ccccc2N)c1C	9
C=CCN1C(=O)/C(=C\c2ccc(OC)cc2)C(C(=O)OC)=C1C	6
O=C(Nc1ccc2ccccc2c1)c1cc(Cl)ccc1Cl	5
Cc1ccccc1N(CC(=O)NC(C)(C)C)S(C)(=O)=O	2
COc1ccc(C2/C(=C(/O)c3ccccc3)C(=O)C(=O)N2c2cccc(Br)c2)c(OC)c1 (stereo not drawn)	1

Part of the list above in order of formula weight, high to low.
SMILES	ER stress surv
CC1=NN(c2ccc(S(N)(=O)=O)cc2)C(=O)/C1=C\c1ccc(-c2ccc(C)c(Cl)c2)o1	-7
CN1C(=O)/C(=N\OC(=O)c2cccc3ccccc23)c2ccccc21	1
Cc1ccc(/C=C/C(=O)Nc2ccc(C)c([N+](=O)[O-])c2)o1	-3

Other structures:
SMILES	ER stress surv
Cc1ccc(C(=O)N2CCN(C(=O)CN3CCOCC3)C2)cc1	-4
COc1ccc(/C=C/C=C2\NC(=S)NC2=O)cc1	12
CCOc1ccccc1N1C(=O)C2C3C=CC(C4CC34)C2C1=O (stereo not drawn)	9
O=C(NNc1nc(-c2ccccc2)cc(-c2ccccc2)n1)Nc1ccccc1	13
Cc1cccc(/C=N/NC(=O)c2ccc(-c3ccccc3)cc2)c1	5
CCOc1ccc(/C=C/c2nc(O)c([N+](=O)[O-])c(=O)[nH]2)cc1	6
Cc1ccc(-n2nc3cc(C)c(NC(=O)c4ccc(Br)o4)cc3n2)cc1	1
CCN1CCN(S(=O)(=O)c2c(C)cc(C)cc2C)CC1	32
COc1cccc(CN2CCN(C(=O)c3cccc(Cl)c3)CC2)c1	-1
N/C(=N\OC(=O)Cc1ccccc1)c1ccncc1	4
COc1ccc(OC)c(N(CC(=O)NC(C)c2ccccc2)S(C)(=O)=O)c1 (stereo not drawn)	10
NC(=O)NC(c1ccccc1)c1cccc(Br)c1 (stereo not drawn)	1
COc1cccc(/C=C2\SC(=S)N(CC(=O)Nc3nccs3)C2=O)c1	-1
O=C1NC(=O)N(c2ccc(Cl)cc2)C(=O)/C1=C/c1ccc(-c2ccc(Cl)cc2[N+](=O)[O-])o1	1
O=S(=O)(c1ccc(Cl)cc1)N1CCN(Cc2ccc3c(c2)OCO3)CC1	-1
CC1(C)CC(O)CC(C)(CN=Cc2c(O)n(-c3ccc(Cl)cc3)c(=O)[nH]c2=O)C1 (stereo not drawn)	-2
O=[N+]([O-])c1cccc(-c2noc(C34CC5CC(CC(C5)C3)C4)n2)c1	6
CCC1=NN(C(=O)c2ccncc2)C(O)(C(F)(F)F)C1 (stereo not drawn)	5
O=C(N/N=C/c1ccc([N+](=O)[O-])o1)c1ccc(O)cc1	0
Cc1ccccc1N(CC(=O)O)S(C)(=O)=O	4
O=C1CC(N2CCN(c3ccc([N+](=O)[O-])cc3)CC2)C(=O)N1c1cccc(Cl)c1 (stereo not drawn)	-2
COC(=O)c1ccc(C2C(C(=O)OCCOc3ccccc3)=C(C)NC3=C2C(=O)CCC3)cc1 (stereo not drawn)	-1
O=C1C(=O)N(CC2CCCO2)C(c2ccc(Br)cc2)/C1=C(/O)c1ccccc1 (stereo not drawn)	-3
Cc1cc(/C=C2\SC(=O)NC2=O)c(C)n1C1CCCCC1	3
Cc1ccc(C(C)C)c(OC(=O)c2ccccc2Br)c1	15

Molecules shown so far containing a COOH group (three):
SMILES	ER stress surv
O=C(CN1C(=O)/C(=C/c2ccccc2Cl)SC1=S)Nc1ccc(C(=O)O)cc1	0
COc1ccc(C(=O)Nc2ccccc2C(=O)NC(Cc2c[nH]c3ccccc23)C(=O)O)cc1 (stereo not drawn)	0
Cc1ccccc1N(CC(=O)O)S(C)(=O)=O	4

Further results follow.
SMILES	ER stress surv
Cc1ccc(-c2csc(NC(=O)C3CC=CCC3C(=O)O)n2)cc1 (stereo not drawn)	0
CCC1/C(=N\O)CC(c2ccco2)NC1c1ccco1 (stereo not drawn)	1
CCSC(C)CC1CC(=O)CC(=O)C1C(=O)OC (stereo not drawn)	2
Cc1ccc(N2C(=O)/C(=C/C=C/c3ccccc3)C(=O)NC2=S)cc1	-2
COc1ccc(CCNC(=O)CN(c2cc(C)cc(C)c2)S(=O)(=O)c2ccc(OC)c(OC)c2)cc1OC	5
CCc1ccc(N2CC(C(=O)Nc3ccccc3F)CC2=O)cc1 (stereo not drawn)	6
Cc1c(/C=C/c2nc3ccccc3c(=O)[nH]2)c2ccccc2n1C	10
CCCCNCCCCOc1cc(C)c(Cl)c(C)c1	-5
COc1ccc(-c2csc(NC(=O)CCc3ccccc3)c2C(=O)O)cc1	12
CC(C)c1cccc(C(C)C)c1NC(=O)C(F)(F)F	3
O=C(/C=C/c1ccc(F)cc1)Nc1cccc2cccnc12	2
CCC(C(=O)Nc1cccc(C(C)=O)c1)c1ccccc1 (stereo not drawn)	2
O=C(Cc1ccc([N+](=O)[O-])cc1)N/N=C/c1cccnc1	6
CCSc1nc2ccccc2n1C(=O)/C=C/c1cccs1	9
O=C1c2ccccc2NC(c2ccc(Cl)cc2Cl)N1Cc1ccccc1 (stereo not drawn)	-2
COc1ccc2c(=O)cc(C(F)(F)F)oc2c1	11
Cc1csc(NC(=O)c2cccnc2)n1	0
Cc1ccc(OCC(O)Cn2cnc3cc(C)c(C)cc32)cc1 (stereo not drawn)	6
O=C(CN(Cc1ccccc1)S(=O)(=O)c1ccccc1)NCc1ccc(Cl)cc1	6
Cc1ccc(N2C(=O)CC(Sc3nc4ccccc4s3)C2=O)cc1C (stereo not drawn)	-3
O=C(NCCCCOc1ccccc1)C(O)(c1ccc(Cl)cc1)c1ccc(Cl)cc1	6
O=C1NC(=O)N(c2ccccc2)C(=O)/C1=C\c1ccc(-c2ccc(F)cc2)o1	-3
Oc1ccc(/C=N/Nc2cc(N3CCOCC3)nc(N3CCOCC3)n2)cc1	12
CCCC(=O)Nc1nnc(COc2ccccc2)s1	5
CC(=O)c1cccc(NC(=O)c2ccc(CN(c3ccccc3)S(C)(=O)=O)cc2)c1	9
Cc1ccc(C)c(NC(=O)c2sc3cc(C)ccc3c2Cl)c1	0
COc1ccc(N=C2CC(C)(C)CC(=O)/C2=C(O)\C=C\c2ccccc2)cc1	13
CCCCC(CC)CNC(=O)C(=O)NCC1CCCO1 (stereo not drawn)	3
COc1ccc(S(=O)(=O)Nc2cc(Cl)ccc2C)cc1	3
CN(/C(=N/S(=O)(=O)c1ccccc1)c1ccccc1)S(=O)(=O)c1ccccc1	3
